ELG1 genotox: qHTS screen for small molecules that induce genotoxicity in human embryonic kidney (HEK293T) cells expressing luciferase-tagged ELG1. Potency, µM (highest dose often 46 µM), inactives show at the top dose activity change, positive = activation, hits mostly activators. actives 1.3% (n = 330,000). HEK293T ELG1-luciferase reporter, luminescence, 16 h; note: % of control where 0% means no effect; nearly all actives have a fitted effect of over 60% in size
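Screening used a luciferase reporter fused to human ELG1 in HEK293T cells. Luminescence was read on a CCD plate imager after 16 hr exposure and 30 min ONE-Glo incubation.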
RORgamma inh: qHTS for inhibitors of ROR gamma transcriptional activity | Potency, µM (titrated, usually from 53.6 µM), without a hit: at the top dose activity change, negative = inhibition, hits mostly inhibitors | actives 5.4% (n = 310,000) | Nuclear receptor ROR-gamma (Mus musculus), P51450 | Drosophila S2 Gal4-RORgamma UAS-luciferase reporter, 20 h; note: % is set by controls: 0 for no effect and ±100 for the full control effect; nearly all actives have a fitted effect of over 60% in size
Target sequence (P51450 whole entry, looked up, the tested form may be a part): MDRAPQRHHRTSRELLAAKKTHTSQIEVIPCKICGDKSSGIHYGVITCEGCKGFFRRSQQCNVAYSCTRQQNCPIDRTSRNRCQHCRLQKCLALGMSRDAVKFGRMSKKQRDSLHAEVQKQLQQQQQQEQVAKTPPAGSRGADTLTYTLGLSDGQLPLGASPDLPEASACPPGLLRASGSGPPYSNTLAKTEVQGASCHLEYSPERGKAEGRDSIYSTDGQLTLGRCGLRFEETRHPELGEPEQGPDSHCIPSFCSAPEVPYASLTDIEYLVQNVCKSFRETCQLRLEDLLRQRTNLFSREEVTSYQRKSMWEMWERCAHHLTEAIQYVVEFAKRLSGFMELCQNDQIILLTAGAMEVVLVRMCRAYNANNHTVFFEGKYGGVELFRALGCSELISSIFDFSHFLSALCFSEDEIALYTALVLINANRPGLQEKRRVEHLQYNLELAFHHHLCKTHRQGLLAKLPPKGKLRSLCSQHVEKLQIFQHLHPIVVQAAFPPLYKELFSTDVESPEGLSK
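Compounds are pin-transferred onto Drosophila Schneider cells expressing a copper-inducible Gal4–ROR gamma transactivation domain fusion. After 1 hr, copper sulfate is added to 700 uM final; luciferase is read 20 hr later.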
NPC1 prom act: qHTS Assay for NPC1 Promoter Activators; Huh7 NPC1 promoter luciferase reporter, 24 h; actives 2.4% (n = 320,000); Potency, µM (top dose mostly 9.22 µM), inactives show top-dose activation, most hits filed as activators;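 note: % of control where 0% means no effect; nearly all actives have a fitted effect of over 60% in size; reporter is driven by a mutant NPC1 promoter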
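Stable NPC1-promoter luciferase Huh7 line; cpd (DMSO) 24 h, 37 °C, 5% CO2; Amplite luciferase reagent 10 min RT; luminescence readout. qHTS format.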
FLuc modulator: qHTS profiling assay for firefly luciferase inhibitor/activator using purifed enzyme and Km concentrations of substrates (counterscreen for miR-21 project); Luciferin 4-monooxygenase (Photinus pyralis), P08659; purified FLuc, Km substrates, luminescence inhibition; Potency, µM (titrated, usually from 57.5 µM), without a hit: top-dose activity change, negative = inhibition, most hits filed as inhibitors; actives 6.9% (n = 360,000);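 note: plate controls were vehicle for no effect and reference inhibitor for full effect; nearly all actives have a fitted effect of over 55% in size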
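Purified P. pyralis luciferase (10nM final) with 10uM D-luciferin and 10uM ATP (Km levels) in 50mM Tris acetate pH 7.5, 10mM Mg acetate, 0.01% Tween-20, 0.05% BSA; qHTS 6-point titration, ~60 µM downward; luminescence read.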
CXXC DNA block: qHTS Fluorescence Polarization Assay for Inhibitors of MLL CXXC domain - DNA interaction; Histone-lysine N-methyltransferase 2A (Homo sapiens), Q03164; MLL-CXXC / FITC-HOXA9 DNA fluorescence polarization; Potency, µM (highest dose often 115 µM), for inactives: at the highest dose activity change, negative = inhibition, usual class: inhibitors; actives 0.037% (n = 290,000); active = well fitted inhibition curve with a large enough effect in the polarisation, with a control signal flat, not every such curve was filed as active; inconclusive = small, poorly fitted or top-dose-only effect, or effect the other way, or a change in a side signal; inactive = no such curve, though single readings can be large or run the other way; the % refers to the polarisation
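Steps: dispense CXXC domain solution (7 uM) → pin compounds or unlabeled HOX-A9 DNA control → 5 min ambient → add FLSN-HOX-A9 solution (50 nM) → spin → 30 min ambient → fluorescence polarization. Tris pH 7.5/NaCl/DTT/BSA buffer.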
Rab9 prom act: qHTS Assay for Rab9 Promoter Activators | actives 2.8% (n = 320,000) | Huh7 Rab9 promoter-luciferase reporter, luminescence, 24 h | Potency, µM (highest dose often 9.22 µM), inactives show at the top dose activation, negative = inhibition, actives largely listed as activators | AID 485297, 2010; note: % of control where 0% means no effect; nearly all actives have a fitted effect of over 60% in size
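Huh7 reporter line, Rab9 promoter upstream of luciferase. Compound exposure 24 h at 37 °C in reduced-serum medium with 10% FBS. Read-out: luminescence.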
uPA surface inh: qHTS for Inhibitors of Cell Surface uPA Generation. Potency, µM (top dose mostly 38.3 µM), for inactives: at the top dose activity change, negative = inhibition, actives largely listed as inhibitors. actives 0.31% (n = 330,000). cell surface uPA generation assay, qHTS; active = well fitted inhibition curve with a large enough effect; inconclusive = small, poorly fitted or top-dose-only effect; inactive = no such curve, though single readings can be large or run the other way; tested in mouse RAW 264.7 cells; note: % is set by controls: 0 for no effect and ±100 for the full control effect; nearly all actives have a fitted effect of over 55% in size
VP16 counter: VP16 counterscreen qHTS for inhibitors of ROR gamma transcriptional activity; Potency, µM (titrated, usually from 53.6 µM), for inactives: top-dose activity, negative = inhibition, hits mostly inhibitors; Drosophila S2 Gal4-VP16 UAS-luciferase, luminescence, 20 h; actives 3.5% (n = 310,000); AID 2546, 2010;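 note: Gal4-VP16 expression switched on by copper sulfate through the metallothionein promoter; % is set by controls: 0 for no effect and ±100 for the full control effect; nearly all actives have a fitted effect of over 50% in size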
BRCA1 expr up: qHTS Assay to Identify Small Molecule Activators of BRCA1 Expression. MCF7-BRCA1-FFLuc reporter, luminescence, 48 h; response scale: scaled: vehicle 0%, 10 µM genistein 100%. actives 1.1% (n = 380,000). Potency, µM (highest dose often 46.1 µM), inactives show at the highest dose activation, actives largely listed as activators; note: nearly all actives have a fitted effect of over 80% in size; some results filed as inactive show a strong effect at the top dose
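Compounds are tested at multiple concentrations on MCF7 BRCA1-luciferase reporter cells seeded at 2000 per well; after 48 h, a single luminescence end-point is taken and curves fitted to the normalized data.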
MBNL1-CUG inh: qHTS Assay for Inhibitors of MBNL1-poly(CUG) RNA binding. TR-FRET MBNL1-His/biotin-(CUG)12 binding, 665/545 ratio. actives 0.036% (n = 280,000). Muscleblind-like protein 1 (Homo sapiens), Q9NR56. Potency, µM (series often up to 57.5 µM), inactives show at the highest dose activity change, negative = inhibition, actives largely listed as inhibitors. AID 2675, 2010; active = well fitted inhibition curve with a large enough effect in the signal ratio, with a control signal flat, not every such curve was filed as active; inconclusive = small, poorly fitted or top-dose-only effect, or effect the other way, or a change in a side signal; inactive = no such curve, though single readings can be large or run the other way; the % refers to the signal ratio; note: % is set by controls: 0 for no effect and ±100 for the full control effect
Target sequence (Q9NR56 whole entry, looked up): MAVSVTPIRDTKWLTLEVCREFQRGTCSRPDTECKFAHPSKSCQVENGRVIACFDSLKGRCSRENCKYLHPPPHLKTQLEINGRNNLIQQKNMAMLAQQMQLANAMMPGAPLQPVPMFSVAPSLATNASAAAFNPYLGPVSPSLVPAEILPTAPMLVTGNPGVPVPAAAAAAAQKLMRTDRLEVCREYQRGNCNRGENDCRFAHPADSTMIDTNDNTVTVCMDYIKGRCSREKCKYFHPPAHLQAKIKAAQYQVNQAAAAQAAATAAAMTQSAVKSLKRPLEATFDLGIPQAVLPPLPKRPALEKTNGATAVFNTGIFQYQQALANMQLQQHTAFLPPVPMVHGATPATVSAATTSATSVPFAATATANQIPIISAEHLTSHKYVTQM
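Ratiometric TR-FRET (665 over 545 nm, excitation 340 nm) tracks disruption of MBNL1-His/biotin-(CUG)12 complex after 60 min at room temperature, with compounds at 92 nM to 58 uM final.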
p53 reactivation: qHTS assay for re-activators of p53 using a Luc reporter | H1299 p53-A138V BP100-luciferase reporter, luminescence, 24 h | actives 0.063% (n = 320,000) | AID 504706, 2011 | Potency, µM (series often up to 92.2 µM), for the others: at the top dose activity change, positive = activation, usual class: activators; note: % of control where 0% means no effect; nearly all actives have a fitted effect of over 45% in size
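H1299 (p53-null), stable ts p53-A138V + BP100-Luc; 1000 cells/well, Opti-MEM/10% FBS; cpd 4 pt, 1:5; 24 h, 37 deg C, 5% CO2; detection reagent 10 min RT; luminescence.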
* marks the source's active call; other numbers are inactive results; ? = inconclusive; · = not tested or not shown; [ ] = dose if it differs, or a comment. Unless noted, calls come from the whole dose curve; as a rule, active = well fitted curve in the direction sought with a large enough effect; inconclusive = small, poorly fitted or top-dose-only effect, or another doubt; inactive = no such curve, though single readings can be large; an effect the other way counts as inactive or inconclusive. Potency is the fitted concentration of half-maximal effect. An excerpt. The share of hits here may be higher or lower than overall.

SMILES	ELG1 genotox	RORgamma inh	NPC1 prom act	FLuc modulator	CXXC DNA block	Rab9 prom act	uPA surface inh	VP16 counter	BRCA1 expr up	MBNL1-CUG inh	p53 reactivation
COc1cccc(/C=C/C(=O)Oc2ccc(C(=O)c3ccc(F)cc3)cc2)c1	2%	10%	-2%	-10%	6%	-4%	-2%	0%	10%	35%[activator]	14%
COCCNC(=O)C1CC(=O)N(C2CCCCC2)C1 (stereo not drawn)	1%	-16%	-1%	-2%	1%	-3%	5%	5%	-11%	-6%	-2%
CN(C(=O)c1ccc(OC2CCN(C(=O)c3cccnc3)CC2)cc1)C1CCCCC1	-9%	30%	-2%	-1%	-1%	-2%	0%	6%	0%	-2%	-1%
CCN1C(=O)[C@H]2[C@@H](c3ccc(-c4ccc(F)cc4)c(OC)c3)N[C@@](C)(C(=O)OC)[C@H]2C1=O	11%	·	0%	-1%	·	-2%	-8%	·	-20%	·	-1%
COc1cccc(COc2nc3c(c(=O)n(C)c(=O)n3C)n2C)c1	17%	-11%[0.365 µM]	15%	-11%	13%	8%	3%	·	9%	-2%	-19%
CCOc1ccc(NC(=O)NC2CCCCCCC2)cc1	10µM*	0%	1.8µM*	5.4µM*	7%	3.5µM*	-1%	-1%	?	-3%	26%
CC(=O)N1CCN(c2ccc(NC(=O)c3ccc(Cl)c(Cl)c3)cc2)CC1	-1%	?	-2%	3%	-2%	2%	-1%	-4%	41%	0%	·
CCCCCn1c(=O)[nH]c2cc(C(=O)NCCCN3CCC(C)CC3)ccc2c1=O	2%	2%	-3%	3%	4%	-3%	3%	1%	-22%	2%	-11%
COc1cc(NC(=O)c2cccs2)c(OC)cc1NC(=O)CCn1nnc2ccccc21	-4%	34%	-4%	3%	-4%	0%	15%	2%	-5%	-10%	-5%
Cc1cc(C(=O)N/N=C/c2ccccc2Br)no1	4%	2%	20%	21µM*	-4%	26%	-3%	-1%	72%	15%	24%
CCCCN(C(=O)CCC(=O)O)C1CC(=O)N(c2ccc(OCCC)cc2)C1=O (stereo not drawn)	1%	-18%	-4%	7%	-2%	-9%[1.84 µM]	-3%	-10%	-8%	-7%	22%
Clc1cccc(OCCCCCN2CCOCC2)c1	1%	4%	0%	0%	1%	-1%	-3%	-3%	-3%	-8%	5%

The last 2 records of the part before open the next one:
SMILES	ELG1 genotox	RORgamma inh	NPC1 prom act	FLuc modulator	CXXC DNA block	Rab9 prom act	uPA surface inh	VP16 counter	BRCA1 expr up	MBNL1-CUG inh	p53 reactivation
CCCCN(C(=O)CCC(=O)O)C1CC(=O)N(c2ccc(OCCC)cc2)C1=O (stereo not drawn)	1%	-18%	-4%	7%	-2%	-9%[1.84 µM]	-3%	-10%	-8%	-7%	22%
Clc1cccc(OCCCCCN2CCOCC2)c1	1%	4%	0%	0%	1%	-1%	-3%	-3%	-3%	-8%	5%
COc1ccccc1C1C2=C(N=c3s/c(=C/c4cccc(OCC(=O)O)c4)c(=O)n31)c1ccccc1CC2 (stereo not drawn)	-4%	6%	6%	-9%	1%	2%	7%	7%	-27%	8%	-8%
Cc1cc2c(ncn2Cc2ccccc2)c(NS(C)(=O)=O)c1C	-9%	-13%	0%	-5%	-3%	4%	1%	?	-36%	-8%	-7%
CCOC(=O)C1CCCN(C(=S)NC(=O)c2cc(Br)ccc2Cl)C1 (stereo not drawn)	-2%	·	-2%	16%	·	-1%	-4%	·	-38%	·	0%
O=C(NC1CCN(C(=O)c2ccccc2Br)CC1)c1ccccc1	-3%	15%	-2%	1%	3%	-1%	0%	4%	-12%	-5%	-1%
O=C(CSCC(=O)N1CCCCC1)Nc1nc(-c2cccs2)cs1	8%	?	11%	-17%	0%	11%	-9%	12%	60%	-5%	17%
COc1ccccc1N1C(=O)c2ccc(C(=O)Nc3cccc(C(C)=O)c3)cc2C1=O	-3%	11%	3%	0%	-3%	-1%[1.84 µM]	-1%	1%	3%	17%	-4%
COc1ccc(CN(CC(=O)NCc2ccc(F)cc2)C(=O)CCC(=O)Nc2nccs2)cc1	-3%	32%	-3%	1%	0%	-1%	-3%	-2%	-14%	-5%	2%
CCOC(=O)c1c(NC(=O)CSc2nnc(CNc3ccc(F)cc3)o2)sc(C)c1C	-2%	37%	4%	2%	-9%	13%	-1%	2%	-19%	3%	1%
O=C(CN1C(=O)NC2(CCc3ccccc32)C1=O)NCC(F)(F)F (stereo not drawn)	4%	-9%	-4%	0%	6%	-1%	1%	5%	-7%	1%	0%
Cc1cccc(-n2ncc3c2CCCC3NC(=O)C2(C(N)=O)CC2)c1C (stereo not drawn)	0%	?	-32%[inhibitor]	-2%	4%	-20%	-8%	7.9µM*	-2%	6%	-8%
CC(c1ccc(O)cc1)(c1ccc(O)cc1)c1ccc(CCBr)cc1	-6%	19%	3%	-1%	?	-9%	27%	-2%	-24%	-4%	-3%
O=C(CCCN1C(=O)c2cccc3cccc(c23)C1=O)N1CCN(c2ncccn2)CC1	-7%	5%	0%	0%	-28%	-8%	4%	2%	-34%	?	-12%
O=C(N/N=C/c1ccco1)C1CC(=O)N(c2ccccc2)C1 (stereo not drawn)	0%	-5%	1%	0%	11%	-11%	-3%	-6%	11%	8%	-2%
Cc1c(C(=O)N2CC(C)OC(C)C2)oc2ccccc12 (stereo not drawn)	1%	-19%	2%	3%[2.3 µM]	2%	1%	1%	-2%	-15%	-7%	6%
CCc1ccc(OCC(=O)OCC(=O)c2c(N)n(C)c(=O)n(C)c2=O)cc1	-5%	-1%	1%	0%	-9%	-1%	8%	-5%	0%	6%	-1%
O=C(Nc1ccc(O)cc1)c1ccc2c(c1)C(=O)N(Cc1ccco1)C2=O	1%	8%	-3%	-15%	13%	-5%	0%	5%	12%	?	15%
O=C(NOCc1ccccc1)c1ccc([N+](=O)[O-])cc1	?	·	?	3.8µM*	·	1.3µM*	-2%	·	62%	·	·
O=C(NCc1cccs1)c1cccc(Nc2nc3ccc(Br)cc3[nH]2)c1	0%	?	-1%	-20%	27%	-1%	9%	1%	-18%	-2%	-8%
NC(=O)c1cc(Br)cc2c3c([nH]c12)CCCC3	2%	-12%	-3%	1%	3%	-4%	-5%	18µM*	-61%	13%	9%
CCCCNC(=O)O[C@@H]1C[C@H]2CCC(=O)N3CC[C@@H](C1)[C@@H]23	3%	-12%	1%	0%	2%	-1%	0%	-6%	12%	-6%	13%
Brc1ccc(-c2csc3[n+]2CCCCC3)cc1	-7%	-7%	2%	-6%	-4%	-15%	-1%	0%	-37%	-4%	1%
Cc1cc(=O)oc2cc(OCCc3ccccc3)ccc12	?	10%	14%	12µM*	19%	?	-3%	-2%	57%	-1%	?
Cc1ccc2occ(CN3CCN(c4ccccc4)CC3)c(=O)c2c1	?	18%	-6%	1%	1%	-8%	·	6%	0%	-6%	-6%
Cc1ccc(SCCC(=O)OCC(=O)Nc2ncc(Cl)cc2Cl)cc1	10%	-5%	-3%	?	170%[activator]	-1%	·	-5%	3%	2%	-1%
CC(C)Oc1ccc(C(=O)NCCNC(=O)c2ccco2)cc1	-1%	-9%	6%	-6%	8%	3%	2%	-2%	61%	-4%	9%
CC(Oc1ccc(Cl)cc1Cl)C(=O)Nc1ccc2oc(-c3ccncc3)nc2c1 (stereo not drawn)	-8%	-14%	-8%	-1%	6%	-9%	-2%	-3%	2%	-8%	-6%
CN(CC(=O)Nc1ccccc1Cl)C(=O)COC(=O)c1nc(Cl)ccc1Cl	-1%	·	-4%	3%	·	1%	3%	·	4%	·	6%
COc1cccc(NC(=O)Nc2ccccc2C(N)=O)c1	0%	-1%	-2%	21µM*	-9%	-5%	-1%	10%	-2%	-2%	-1%
NC(=O)CSc1nc2ccccc2n1-c1ccccc1	0%	6%	-5%	1%	-3%	2%	2%	7%	-1%	-7%	-13%
CC1(C)CC(=O)C=C(NCCO)C1	0%	2%	-2%	3%	5%	4%	8%	5%	-1%	-1%	15%
Cc1ccc(S(=O)(=O)Oc2ccccc2/C=N/NC(=O)c2nn(C)cc2[N+](=O)[O-])cc1	-3%	83%	1%	?	6%	1%	-2%	-14%	-5%	?	3%

Screens from PubChem.
